Bioassay records as filed in PubChem BioAssay.
mcGAS lum: blocks mouse cGAS activity; recombinant cGAS, Kinase-Glo ATP depletion luminescence; inhibition, % at 12.5 µM; 160,000 compounds, 0.15% hits;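 also: 0% = negative control wells and 100% = reference inhibitor with no enzyme activity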
NPYLR7 ag: activates Aedes aegypti NPYLR7 receptor. HEK293T NPYLR7/Galpha15, GCaMP6s calcium fluorescence. activation, % at 10 µM. 270,000 compounds, 0.15% hits. AID 1259423; in the data active = activation above about 40%;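 also: 0% = vehicle and 100% = reference agonist at the receptor; some compounds past the cut are filed as inactive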
hcGAS inh: inhibitors of human cGAS. Q8N884. recombinant h-cGAS, ATP depletion, Kinase-Glo luminescence. inhibition, % at 12.5 µM. 290,000 compounds, 0.081% hits. AID 1259398;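 also: 0% = vehicle reaction and 100% = reaction without DNA for no activity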
Target sequence (Q8N884 whole entry, looked up): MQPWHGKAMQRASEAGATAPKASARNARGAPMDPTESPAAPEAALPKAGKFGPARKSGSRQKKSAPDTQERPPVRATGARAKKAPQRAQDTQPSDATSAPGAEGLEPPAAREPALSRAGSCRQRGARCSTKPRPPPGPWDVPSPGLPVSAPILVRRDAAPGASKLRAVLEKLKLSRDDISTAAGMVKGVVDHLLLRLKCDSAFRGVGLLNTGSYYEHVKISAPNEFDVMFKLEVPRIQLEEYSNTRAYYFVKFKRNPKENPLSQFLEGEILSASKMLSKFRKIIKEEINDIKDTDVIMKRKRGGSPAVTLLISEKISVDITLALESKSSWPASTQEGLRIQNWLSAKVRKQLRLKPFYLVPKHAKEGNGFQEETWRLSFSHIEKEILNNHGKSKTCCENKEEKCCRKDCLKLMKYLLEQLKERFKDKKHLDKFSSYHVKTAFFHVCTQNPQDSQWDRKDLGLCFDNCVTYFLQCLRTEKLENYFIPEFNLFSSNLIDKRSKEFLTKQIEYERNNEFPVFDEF
* = called active by the depositor; nt = no result given; & = joins results of further samples. Rule as the data show it, unless noted: active = inhibition above about 40%; inactive = the rest.

Sequence of screens – mcGAS lum | NPYLR7 ag | hcGAS inh
COC(=O)c1cc(COc2ccc3c(C)c(C)c(=O)oc3c2C)c(C)o1
 : -2 | -11 | 2
CCOc1ccc(-c2nnc3ccc(SCC(=O)Nc4ccccc4OC)nn23)cc1
 : -7 | 16 | -4
COc1ccc(-c2cc(NCc3cccs3)n3ncnc3n2)cc1
 : -5 | nt | -4
CC(C)[C@@H]1CC[C@@H](C)C[C@H]1OCC(=O)N1CCCN(Cc2cc(=O)c(OCc3ccc(C(F)(F)F)cc3)co2)CC1
 : 1 | -5 | 3
CCCC(=O)N1CCC1(C)C(=O)NCc1sccc1C (stereo not drawn)
 : -7 | 8 | -16
CC(CCc1ccccc1)N=c1c([N+](=O)[O-])nn(-c2ccccc2)n1O (stereo not drawn)
 : nt | -14 | -6
S=c1[nH]nc(C2CC2)n1C1CCCCC1
 : nt | -8 | 0
CCCCCCCC(=O)N1CCN(c2cc(Cl)nc(SCC(=O)Nc3ccc(F)cc3)n2)CC1C (stereo not drawn)
 : -5 | nt | -5
CC1CCC(C(C)C)C(OC(=O)Cn2cnnc2C#N)C1 (stereo not drawn)
 : nt | -2 | 7
Cc1cc(C)cc(NC(=O)C(=O)N2CCC3(CC2)CN(C)CCN3C)c1
 : nt | -2 | 0

Remaining list, next part:
Sequence of screens – mcGAS lum | NPYLR7 ag | hcGAS inh
C=C1c2ccccc2NC(=O)N1Cc1ccccc1Cl
 : nt | 5 | -12
CCCC1=NN2C(=N)/C(=C/c3cc(OC)ccc3OC)C(=O)N=C2S1
 : nt | 2 | -1
Cc1ccc(C(=O)N2CCC(NC(=O)C3CCCCC3)CC2)s1
 : nt | -15 | -2
O=C(CSC(F)(F)F)NCC1CCC1
 : nt | 1 | -6
COc1cccc(-c2cccc(-c3ccc(NC(=O)c4cc(C)n(C(C)(C)C)n4)cc3)n2)c1
 : -4 | -3 | -2
Fc1cccc(C2(CNc3cncc(Cl)n3)CCOCC2)c1
 : nt | 8 | -14
COC(=O)c1cc(-c2csc(NC(=O)C3=C(Cl)CCCC3)n2)c[nH]1
 : -15 | -2 | -9
CN1CCN(c2nc(-c3ccccc3)nc3c2oc2ccccc23)CC1
 : nt | 8 | -2
Cc1sc2nc(CN3CCOCC3)nc(Sc3nnnn3C3CC3)c2c1C
 : nt | 6 | -8
O=C(c1c(F)c(F)cc(F)c1F)N1CCC(Cc2ccc3c(c2)OCO3)CC1
 : -4 | 5 | 5

Continued:
Sequence of screens – mcGAS lum | NPYLR7 ag | hcGAS inh
CCC(C)NCC(=O)Nc1c(C)cccc1C (stereo not drawn)
 : nt | 8 | -12
CCOC(=O)c1cc(-c2ccccc2)sc1NC(=O)c1ccccc1C(F)(F)F
 : 0 | -3 | -1
CCNC(=O)N1C2CCC(O)(CC2)C1COC (stereo not drawn)
 : -8 | 26 | -3
COc1ccc2nc(-c3ccc(C)c(NC(=O)c4cc(C)cc(C)c4)c3)cn2n1
 : -11 | -7 | -8
Cc1nccn1-c1ccc(NC(=O)C2CCCN(Cc3cccn3-c3ncccn3)C2)cc1 (stereo not drawn)
 : -10 | -7&5 | 1&-7
C=CCOc1cccc(CN(C)C(=O)c2sc3ncn(C)c(=O)c3c2C)c1
 : nt | 11 | -4
Cn1c(=O)c2c(ncn2C2CCCCC2=O)n(C)c1=O (stereo not drawn)
 : nt | -11 | 2
CCN(Cc1cccc(OC)c1)C(=O)c1cccc2nccnc12
 : nt | -1 | -4
CCOC(=O)C1CCCN(CC(=O)N2N=C(c3ccccc3Cl)CC2c2cc(C)ccc2C)C1 (stereo not drawn)
 : -3 | -1 | -1
CCc1cc(C=NC2CCCCC2)c(O)s1
 : -3 | -1 | -7

Next section
Sequence of screens – mcGAS lum | NPYLR7 ag | hcGAS inh
Cc1ccc(N2C(=O)CSC2c2cccnc2)cc1F (stereo not drawn)
 : nt | -4 | -3
CSc1nc(C(=O)NC2CCCc3c2cnn3-c2ccc(F)cc2F)cs1 (stereo not drawn)
 : -5 | -1 | -3
COc1cccc(Cc2nsc(N(CCC(=O)N3CCC(C(N)=O)CC3)Cc3ccco3)n2)c1
 : -5 | -9 | -18
CCOc1ccc(OCC)c(NCc2cc(=O)n3nc(C)sc3n2)c1
 : nt | 4 | -5
O=C(NC1CCCCC1)C1CCC(=O)N1C1CCCC1 (stereo not drawn)
 : nt | 17 | -4
CN1C(=O)CC(Sc2ncccc2C(=O)O)C1=O (stereo not drawn)
 : -5 | -7 | -4
Cn1c(N)c(C(=O)COC(=O)C2CCCC2)c(=O)n(C)c1=O
 : -9 | 1 | -7
COCc1cnc2c(c1SCC(=O)N1CCC(C)CC1)c(=O)n(C)c(=O)n2C
 : 0 | 13 | 3
CCC(C)C(NC(=O)NC1CCCCC1)C(=O)Nc1nnc(-c2cccc(Br)c2)s1 (stereo not drawn)
 : -5 | -3 | -7
CC1NC2(C(=O)c3ccccc3C2=O)C2C(=O)N(c3ccccc3)C(=O)C12 (stereo not drawn)
 : nt | 6 | -11

Brought forward from above: 6 compounds, followed by the next part.
smiles	mcGAS lum	NPYLR7 ag	hcGAS inh
O=C(NC1CCCCC1)C1CCC(=O)N1C1CCCC1 (stereo not drawn)	nt	17	-4
CN1C(=O)CC(Sc2ncccc2C(=O)O)C1=O (stereo not drawn)	-5	-7	-4
Cn1c(N)c(C(=O)COC(=O)C2CCCC2)c(=O)n(C)c1=O	-9	1	-7
COCc1cnc2c(c1SCC(=O)N1CCC(C)CC1)c(=O)n(C)c(=O)n2C	0	13	3
CCC(C)C(NC(=O)NC1CCCCC1)C(=O)Nc1nnc(-c2cccc(Br)c2)s1 (stereo not drawn)	-5	-3	-7
CC1NC2(C(=O)c3ccccc3C2=O)C2C(=O)N(c3ccccc3)C(=O)C12 (stereo not drawn)	nt	6	-11
CCn1c(-c2ccc(C)cc2)cnc1SCC(=O)NC1CC1	nt	10	-7
CC(C)C[C@H](N)CSSC[C@@H](N)CC(C)C	-3	5	-7
COCCNCC(=O)Nc1nc(-c2ccc(Cl)cc2)cn1-c1ccc(OC)cc1	nt	20	-5
Cc1ccn2c(NC(=O)CC(C)(C)C)c(-c3ccc(F)cc3)nc2c1	-7	3	-1
C(=N/Nc1nc(N2CCCC2)nc(N2CCOCC2)n1)/c1ccc2c(c1)OCO2	-6	-1	-4
O=C(c1cccc(Cn2cc(Br)c([N+](=O)[O-])n2)c1)N1N=C(C(F)F)CC1(O)C(F)F (stereo not drawn)	nt	1	1
O=C(NC(c1ccccc1)c1cnccn1)C1CCN(CCOc2ccc(Cl)cc2)CC1 (stereo not drawn)	-3	2	1
O=C(CSc1nnc(-c2cccs2)o1)N1N=C(c2cccs2)CC1c1ccco1 (stereo not drawn)	nt	-3	-4
CC1CCN(c2ccc(NC(=O)Nc3ccc(Cl)cc3)cc2C(=O)NC(C)c2ccccc2)CC1 (stereo not drawn)	0	nt	1
COc1cc(CC(=O)N2CCN3C(=O)CNC(=O)C3C2)cc(OC)c1OC (stereo not drawn)	-18	4	-5

Record cards, from the list above.
Record of `Cc1ccn2c(NC(=O)CC(C)(C)C)c(-c3ccc(F)cc3)nc2c1` : mcGAS lum = -7; NPYLR7 ag = 3; hcGAS inh = -1
Record of `Cn1c(N)c(C(=O)COC(=O)C2CCCC2)c(=O)n(C)c1=O` : mcGAS lum = -9; NPYLR7 ag = 1; hcGAS inh = -7

Next part.
smiles	mcGAS lum	NPYLR7 ag	hcGAS inh
COC(=O)C1=C(C)NC(C)=C(C(=O)OC)C1c1ccc(OC)c([N+](=O)[O-])c1	-8	-11	-7
Cc1nn(C)c(Cl)c1S(=O)(=O)N(c1ccc(F)cc1)C(C)C	nt	10	-6
O=C(Cc1cscn1)N1CCC(N2CCSCC2)CC1	4	nt	6
CCN=C1NN=C(/C(=N/OC)C(=O)O)CS1	nt	4	-6
O=c1[nH]c(NCCc2ccccc2)nnc1Cc1ccccc1	5	13	13
OCc1csc(COc2ccc(CN(C(=S)Nc3ccc(F)cc3)C3CC3)cc2)n1	-5	-1	-4
CC(C)N1C(=O)CCC1C(=O)NC1CCCC1 (stereo not drawn)	nt	6	-7
CC(C)(C)C(=O)Oc1ccccc1-c1nc2ccc(Br)cn2c1NCc1ccccc1	-3	-12	-3
COc1ccc(S(=O)(=O)N2CCCC(C(=O)Nc3nc(C)cs3)C2)cc1 (stereo not drawn)	nt	-4	3
Clc1ccc(N=c2oc3ccccc3cc2-c2nc3ccccc3[nH]2)c(Cl)c1	-7	5	-4

(more compounds)
smiles	mcGAS lum	NPYLR7 ag	hcGAS inh
O=C(NCc1cccnc1Oc1ccc(F)c(F)c1)c1cnn2ccccc12	nt	0	0
CCOc1ccc(-n2c(=O)[nH]c3c(C(N)=O)nc(C4CCCCC4)nc32)cc1	-7	-5	-4
CS(=O)(=O)N1C[C@@H]2CC[C@H](C1)N(C(=O)c1nnc3n1CCCC3)C2	-6	nt	-13
N=c1c2c(n(Cc3ccc(F)cc3)c3c1CCC3)CCC2	nt	-9	-6
c1ccc(-n2cc(CNCc3ccccc3-n3cncn3)c(-c3ccc4c(c3)OCO4)n2)cc1	-11	7	-10
CC(C)C1CN(C(=O)N2CCOCC2)CCCN1Cc1ccc(F)cc1 (stereo not drawn)	-10	nt	-8
Oc1c2cccnc2cn1Cc1cc(-c2ccccc2)n[nH]1	nt	5	-6
S=c1[nH]nc(-c2cc(C3CC3)[nH]n2)n1-c1cccc2ncccc12	nt	-9	-6
COc1ccc2nc(CNC(=O)c3cn(C/C=C/c4ccccc4)nn3)[nH]c2c1	-10	2	-10
COc1ccc(NC(=O)C(C)NC(c2ccc(C)cc2)C2CC2)cc1 (stereo not drawn)	nt	8	-5

Carrying on.
smiles	mcGAS lum	NPYLR7 ag	hcGAS inh
O=C(NC(c1ccc(Cl)cc1)c1cccnc1)C1CCN(CCCOc2ccc(F)cc2)CC1 (stereo not drawn)	-3	0	-4
C[C@H](c1cccc2ccccc12)N(C)C(=O)CCC(=O)NC1CCCC1	-6	0	-1
CCCC(C)n1nccc1NC(=O)NC1(CN2CCOCC2)CCCC1 (stereo not drawn)	-3	nt	3
CN(C)CC(C)(C)CNC(=O)c1cncn1-c1cccc(-c2ccc(Oc3ccccc3)cc2)c1	-3	10	-6
CC(=O)Nc1ccc(SCc2noc(-c3cccc(C)c3)n2)cc1	nt	5	-6
Cc1cccc(NC(=O)CCC2CCN(C(=O)CCn3cncn3)CC2)c1	nt	-2	4
CS(=O)(=O)N1C[C@H]2CNC[C@@]2(C(=O)NC2CCOCC2)C1	-11	0	-7
Cc1ccc(N(CC(N)=O)C2SC(=O)N(c3ccc(F)cc3)C2=O)cc1 (stereo not drawn)	-2	0	3
COCCCNc1nc2nonc2nc1N1CCN(C2CCc3ccccc3C2)CC1 (stereo not drawn)	-1	6&-2	-4&0
CN(Cc1ccn[nH]1)C(=O)c1ccc(OC2CCN(Cc3ccccn3)CC2)cc1	nt	-1	0

The listing continues.
smiles	mcGAS lum	NPYLR7 ag	hcGAS inh
COc1ccc(C(C#N)N2N=C(C)CC2c2ccccc2)cc1OC (stereo not drawn)	nt	-2	0
CCCn1c(SCC(=O)c2ccc(Br)s2)n[nH]c1=O	nt	6	-7
CCN(C(=O)c1sc2nc3n(c(=O)c2c1C)CCCCC3)c1ccccc1	-9	3	-4
CCN(CC1CCCCO1)C(=O)c1ccncc1F (stereo not drawn)	-13	3	-10
O=C1c2ccccc2C(=O)c2cc(S(=O)(=O)Nc3ccc(C(=O)N4CCOCC4)cc3)ccc21	-5	-6	-3
Cc1ccc(S(=O)(=O)N2CCCC(Cn3cc(C(C)(C)N)nn3)C2)s1 (stereo not drawn)	nt	23	-9
Cc1ccnc(CC(C)N(C)C(=O)CCCN2CCCCCC2)c1 (stereo not drawn)	-6	nt	-11
CC(C(=O)NCc1cccnc1N(C)C)n1cnc2ccccc21 (stereo not drawn)	nt	7	-6
CCCCCCC/C=N\NC(=O)C(NC(=O)c1ccccc1)C(C)C (stereo not drawn)	nt	1	-6
O=C(c1cnn2cccnc12)N1CCOc2ccc(C(O)C(c3ccccc3)c3ccccc3)cc2C1 (stereo not drawn)	-6	12	-6

Additional entries
smiles	mcGAS lum	NPYLR7 ag	hcGAS inh
O=C(c1cnsn1)N1CCc2c([nH]c3ccccc23)C1C1CCCCC1 (stereo not drawn)	-6	1&-2	-6&-3
O=C(C(O)c1ccccc1)N1CCN(CCCOC(c2ccc(Cl)cc2)c2ccc(Cl)cc2)CC1 (stereo not drawn)	-9	22	-6
CN(C)CCCn1cc(C2=C(c3c[nH]c4ccccc34)C(=O)NC2=O)c2ccccc21	nt	-7	0
CCCCCc1ccc(-c2ccc(/C=C/C(N)=O)cc2)nc1	nt	13	-5
O=C(Nc1nnc(C2CCCCC2)s1)c1ccc[nH]c1=S	-1	-2	2
Cc1ccccc1C(=O)N1CCN(c2oc(/C=C/c3ccccc3Cl)nc2C#N)CC1	0	-4	1
N#Cc1ccccc1OCC(=O)NC(=O)c1ccco1	nt	2	-18
Cc1nc2cc(Cl)ccc2c(=O)n1NC(=O)c1ccc2ncsc2c1	nt	0	-8
COc1ccc2oc(=O)c(C(=O)NCc3ccccc3)cc2c1	-3	-14	0
CC(=O)NCc1ccc(S(=O)(=O)NC(=O)c2ccc3c(c2)COC3)s1	nt	10	-10

Later entries:
smiles	mcGAS lum	NPYLR7 ag	hcGAS inh
CC1=NC2=C(C(=O)CCC2)C(c2ccccc2Cl)C1C(=O)OCCOc1ccccc1 (stereo not drawn)	-7	-9	-5
O=C(Nc1nnc(-c2cc(Cl)ccc2Cl)o1)C1=COCCO1	nt	4	12
Cc1ccc(C(=O)NCCc2nnc3ccc(SCc4ccccc4Cl)nn23)cc1	-7	4	-3
Cc1ccsc1CN(C(=O)Nc1cc(F)cc(F)c1)C(C)C	nt	15&-12	-9&-10
COc1ccc(-n2c(SCCCCC(=O)N3CCN(C(=O)c4cccc([N+](=O)[O-])c4)C(C)C3)nnc2-c2ccco2)cc1 (stereo not drawn)	0	-7	1
C=CCn1c(SCc2cc(NCC)ccn2)nc2ccccc2c1=O	nt	-7	-1
